# Efa HMGR inh: inhibitors of class II HMG-CoA reductase from Enterococcus faecalis | AID 1066 | inhibition, % at 10 µM | 190,000 tested, 0.41% active | purified E. faecalis HMGR, NADPH absorbance 340 nm kinetic;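 active means inhibition above a set limit, the median over all tested compounds plus 3 SD, cut at about 9.5% in these data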;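 further: enzyme runs in reverse so mevalonate oxidation gives rising NADPH absorbance; 0% = complete reaction with DMSO and 100% = background rate lacking mevalonate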
# TNAP act hi DEA: activators of human TNAP at high phosphate acceptor concentration; activation factor at 20 µM; P05186; purified TNAP, CDP-star luminescence, 1 M DEA, 30 min; active compounds read high; 0 = EDTA background, 1 = DMSO-only activity; 200,000 tested, under 10 active;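 active means activation factor at least 2 at 20 µM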
# Target sequence (P05186 whole entry, looked up): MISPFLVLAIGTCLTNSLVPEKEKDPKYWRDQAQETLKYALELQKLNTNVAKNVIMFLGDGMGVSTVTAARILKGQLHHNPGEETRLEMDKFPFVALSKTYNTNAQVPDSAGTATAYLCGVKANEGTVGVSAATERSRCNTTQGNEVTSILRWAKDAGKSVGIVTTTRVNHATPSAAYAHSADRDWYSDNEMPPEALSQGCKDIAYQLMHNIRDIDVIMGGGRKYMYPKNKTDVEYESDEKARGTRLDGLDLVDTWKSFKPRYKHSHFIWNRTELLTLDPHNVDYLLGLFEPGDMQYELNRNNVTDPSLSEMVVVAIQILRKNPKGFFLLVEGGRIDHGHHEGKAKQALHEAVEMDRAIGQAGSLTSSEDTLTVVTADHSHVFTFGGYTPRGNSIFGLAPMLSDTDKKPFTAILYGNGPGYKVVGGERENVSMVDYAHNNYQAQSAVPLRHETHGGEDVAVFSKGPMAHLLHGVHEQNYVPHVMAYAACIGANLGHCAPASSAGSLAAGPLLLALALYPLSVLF
#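 Control set: EDTA negative control, DMSO positive control / Assay system: human TNAP / Quantity: TNAP 1/800 final / Evaluation: TNAP activation factor scaled between EDTA and DMSO control wells / Measured by: luminescent substrate turnover signal / Compound dosing: one dose, 20 µM / Times: 30 min enzyme reaction at room temperature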
# TNAP inh no acc: TNAP (human) inhibition, acceptor-free conditions | purified TNAP, CDP-star luminescence, 30 min | AID 1012 | 200,000 tested, 0.26% active | P05186 | inhibition, % at 20 µM;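 active means tissue-nonspecific alkaline phosphatase inhibition above about 50% at 20 µM in the single-dose screen, limit read from the data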;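 further: 0% = DMSO negative control and 100% = EDTA positive control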
# TNAP inh hi DEA: TNAP (human) inhibition, high acceptor; P05186; purified TNAP, CDP-star luminescence, 1 M DEA; inhibition, % at 20 µM; 200,000 tested, 0.03% active;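 active means over 50% inhibition of tissue-nonspecific alkaline phosphatase at 20 µM in the single-dose screen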;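 further: plate controls were DMSO wells for no effect and EDTA-quenched wells as full inhibition for full effect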
# PPARg SRC2 recr: promotes SRC-2 coactivator recruitment by human PPARgamma. 200,000 tested, 0.34% active. PPARgamma LBD-SRC-2 recruitment, biochemical. activation, % at 8 µM; in the data active means activation above about 22%;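 further: 0% = vehicle and 100% = reference agonist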
# Target sequence (P37231 whole entry, looked up, the tested form may be a part): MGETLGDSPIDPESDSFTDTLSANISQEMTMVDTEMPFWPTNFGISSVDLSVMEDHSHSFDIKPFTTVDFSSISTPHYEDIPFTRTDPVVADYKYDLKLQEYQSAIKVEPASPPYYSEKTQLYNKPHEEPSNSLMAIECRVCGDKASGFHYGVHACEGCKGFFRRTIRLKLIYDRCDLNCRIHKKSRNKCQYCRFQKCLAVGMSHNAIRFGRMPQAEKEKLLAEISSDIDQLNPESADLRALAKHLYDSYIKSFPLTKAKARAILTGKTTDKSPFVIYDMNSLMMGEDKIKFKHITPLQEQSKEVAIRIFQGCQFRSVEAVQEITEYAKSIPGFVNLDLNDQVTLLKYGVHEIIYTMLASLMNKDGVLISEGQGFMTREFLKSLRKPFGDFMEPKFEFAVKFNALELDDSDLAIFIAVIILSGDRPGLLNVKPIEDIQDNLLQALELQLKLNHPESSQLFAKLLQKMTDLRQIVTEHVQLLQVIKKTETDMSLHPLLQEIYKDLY
# bIAP inhibitor: blocks bovine intestinal alkaline phosphatase activity | purified bovine IAP, CDP-star luminescence, 30 min | inhibition, % at 20 µM | 190,000 tested, under 10 active | AID 1019;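 active means over 50% inhibition of intestinal alkaline phosphatase at 20 µM in the single-dose screen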
#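 Assay system – bovine IAP enzyme · Quantity – bovine IAP at 1/65,000,000 final dilution · Detection – CDP-star luminescence signal · Times – 30 min reaction at room temperature · Also added – CDP-star substrate at 30 µM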
# SRC2 TRFRET art: TR-FRET artefact, counter-screen to PPARgamma/SRC-2 agonist assay | AID 1049 | TR-FRET ratio at 8 µM | active compounds read high | 200,000 tested, 0.4% active; in the data active means TR-FRET ratio above about 2000; further: inactives centre near 1500
# PPARg SRC1 recr: PPARgamma-driven SRC-1 recruitment agonism; P37231; PPARgamma-SRC-1 coactivator recruitment biochemical assay; activation, % at 8 µM; 200,000 tested, 0.41% active; in the data active means activation above about 19%;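 further: 0% = DMSO and 100% = reference agonist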
# bIAP activator: intestinal alkaline phosphatase (bovine) activation | AID 1016 | 200,000 tested, 0.17% active | purified bovine IAP, CDP-star luminescence, 30 min; active compounds read high; fold of DMSO-control signal, blank-subtracted | activation factor at 20 µM;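 active means activation factor of 2 or more at 20 µM, a signal rise over negative controls twice the positive control's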
# PPARg SRC3 recr: PPARgamma-driven SRC-3 recruitment agonism | P37231 | biochemical PPARgamma/SRC-3 coactivator recruitment assay | activation, % at 8 µM | 200,000 tested, 0.26% active; in the data active means activation above about 23%;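 further: 0% = DMSO and 100% = reference agonist; some compounds past the cut are filed as inactive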
# The depositor's hits bear a star.
# Results follow in this order: Efa HMGR inh, TNAP act hi DEA, TNAP inh no acc, TNAP inh hi DEA, PPARg SRC2 recr, bIAP inhibitor, SRC2 TRFRET art, PPARg SRC1 recr, bIAP activator, PPARg SRC3 recr
CCO[C@@H]1OC(C(N)=O)=C[C@H](c2ccc3c(c2)OCO3)[C@H]1CCCO
 : -3, 1, -3, -4, 5, -12, 1461, -12, 1.1, -3
CCOC(=O)C(Cc1ccccc1)NC(=O)Cn1nnc(-c2ccc(SC)cc2)n1 (centres undefined)
 : 2, 1, -10, 1, 2, 0, 1443, 1, 1, -6
Cc1nc(C)c(-c2csc(Nc3ccc(F)cc3)n2)s1
 : -2, 1.1, 0, -6, 15, -1, 1641, 3, 1, 2
Cc1nc(NC(=S)Nc2ccccc2)sc1C
 : -1, 1, -37, -1, -1, -17, 1511, 8, 1.2, 4
CN1C(=O)CSc2ccc(NC(=O)NCc3ccccc3)cc21
 : -6, 1, -20, -4, 2, 3, 1698, 4, 1, 2
Cc1ccc(NC(=O)C2CC(c3ccc(F)cc3)=NO2)cc1 (centres undefined)
 : -6, 1, -15, -3, 1, 0, 1512, 9, 1, -6
COc1ccc2cc(C(c3nnnn3C3CCCC3)N3CCc4ccccc4C3)c(=O)[nH]c2c1 (centres undefined)
 : -1, 1, -10, -4, -2, 17, 1483, 0, 0.8, 13
Nc1cccc(C(=O)Nc2ccccc2Cl)c1
 : 2, 1, 9, -3, 1, 0, 1455, -4, 1, -8
CCOC(=O)c1oc2c(c1C)/C(=N/O)CCC2
 : -6, 1, -9, 0, 10, 7, 1452, 6, 0.9, 3
O=C(CSc1nnc(-c2ccc(F)cc2)n1-c1ccccc1)NCCN1C(=O)CSC1=O
 : -2, 1, -15, -3, 2, -3, 1567, 1, 1, 1
CCOC(=O)C1=C(Cn2ccc(C(F)(F)F)n2)NC(=O)NC1c1ccc2c(c1)OCO2 (centres undefined)
 : 0, 1.1, -9, -8, 2, 16, 1695, 4, 0.8, 11
CC(=O)NC(Cc1ccc(F)c(F)c1)C(=O)NC1CCN(c2c(Cc3ccccc3)c(C)nc3ncnn23)CC1 (centres undefined)
 : -2, 1, -7, 0, -2, -25, 1506, 1, 1.3, -3
CC(C)Oc1ccc(-c2cc(C(=O)NCCN3CCOCC3)c3ccccc3n2)cc1
 : 1, 1, -4, 2, 0, -2, 1565, 7, 1, -6
COc1cc(-c2[nH]ncc2CN(C)Cc2nonc2C)cc(OC)c1OC
 : 2, 1, -3, -4, -3, -8, 1502, 1, 1.1, 4
C=CCN1C(=O)/C(=C2/C(=O)N(CC(=O)O)c3ccccc32)S/C1=N/c1nccs1
 : -5, 0.9, 12, 7, 0, 14, 1367, 1, 0.9, 1
COC(C)(C)c1cc(C(C)(C)C)nc(N)n1
 : -2, 1, -5, -2, 3, 7, 1662, 0, 0.9, -4
CCCOP(=O)(OCCC)C(NC(=O)C(C)(C)C)c1ccccc1 (centres undefined)
 : -1, 1, -14, 2, 0, 16, 1490, -4, 0.8, -2
COc1ccc(C2C(C(=O)C(C)(C)C)=C(O)C(=O)N2Cc2ccccc2)cc1 (centres undefined)
 : -1, 1, -11, -4, 10, 5, 1580, 2, 1, 2
COc1ccc(OCC(=O)Nc2ccccc2OC(F)F)cc1
 : -4, 1, -9, -3, 5, 17, 1602, -7, 0.8, -12
N#CC(c1ccc(Cl)cc1)N1CCOCC1 (centres undefined)
 : -4, 1, -12, 0, 1, -2, 1574, 1, 1, 0

# Grouped by structure: the entries above containing a Cl atom
# Results follow in this order: Efa HMGR inh, TNAP act hi DEA, TNAP inh no acc, TNAP inh hi DEA, PPARg SRC2 recr, bIAP inhibitor, SRC2 TRFRET art, PPARg SRC1 recr, bIAP activator, PPARg SRC3 recr
Nc1cccc(C(=O)Nc2ccccc2Cl)c1
 : 2, 1, 9, -3, 1, 0, 1455, -4, 1, -8
N#CC(c1ccc(Cl)cc1)N1CCOCC1 (centres undefined)
 : -4, 1, -12, 0, 1, -2, 1574, 1, 1, 0

# (cont.)
# Results follow in this order: Efa HMGR inh, TNAP act hi DEA, TNAP inh no acc, TNAP inh hi DEA, PPARg SRC2 recr, bIAP inhibitor, SRC2 TRFRET art, PPARg SRC1 recr, bIAP activator, PPARg SRC3 recr
CCOC(=O)c1cnc2ccc(C(=O)OC)cc2c1Nc1ccc(C(=O)O)cc1
 : -2, 1.1, -10, -7, 4, -5, 1510, 2, 1, 11
CCC(=O)NC(NC(=S)Nc1ccccc1Br)C(Cl)(Cl)Cl (centres undefined)
 : -1, 1, -6, 4, -2, -6, 1327, 1, 1.1, -1
NC(=O)C1(N2CCCCC2)CCN(c2ccc3nnc(-c4ccccc4)n3n2)CC1
 : -3, 1.1, -1, -8, -6, 13, 1408, 0, 0.9, -4
CCOc1ccc(NC(=O)COC(=O)CCCc2c[nH]c3ccccc23)cc1
 : 3, 1.1, 10, -6, -2, 20, 1659, 4, 0.8, 3
O=S(=O)(c1cccc2cccnc12)N1CCN(c2ccccn2)CC1
 : 4, 1, -5, 2, 6, 5, 1584, -3, 1, -1
CCc1nnc(NC(=O)c2ccc(S(=O)(=O)N3CCN(Cc4ccccc4)CC3)cc2)s1
 : -7, 1, -3, 1, 3, -2, 1543, 2, 1, -2
COc1ccc(NS(=O)(=O)c2cccc(C(=O)N/N=C/c3ccc4c(c3)OCCO4)c2)cc1
 : -4, 1, -2, 4, 4, -14, 1650, 5, 1.1, -5
CC(C)c1ccc(/C=N/NC(=O)c2c(Cl)cnn2C)cc1
 : 0, 1, -6, -3, -6, 3, 1610, 1, 1, 4
Cc1ccc(N2C(=O)SC(N(CC(=O)O)c3ccc(C)cc3)C2=O)cc1 (centres undefined)
 : 0, 1.1, -18, -6, 1, -12, 1715, 0, 1.1, 4
CC(C)c1cccc(C(C)C)c1NC(=O)COC(=O)c1ccc2c(c1)S(=O)(=O)c1ccccc1C2=O
 : -7, 1, -1, -3, 12, 13, 1776, 4, 0.9, 3
COC(=O)c1cccc(NC(=O)c2cccs2)c1C
 : -1, 1, -4, -2, 0, 12, 1481, 4, 0.9, 1
CCOC(=O)c1cnn(-c2nc(CC)nc3sc4c(c23)CCC4)c1N
 : -7, 1, -11, -4, -16, 40, 1543, 1, 0.6, -11
Cn1nc(-c2ccc(Cl)cc2)c2cc(C(=O)N3CCCC3)sc21
 : 1, 1, -8, -5, 9, 2, 1552, 2, 1, -4
Cc1ccccc1Nc1nnc(SCC2CCCCO2)s1 (centres undefined)
 : 6, 1, -6, -4, -8, 36, 1599, 0, 0.6, 0
Cc1c(C(=O)N2CC(C)OC(C)C2)sc2nc(-c3ccccc3)cn12 (centres undefined)
 : 2, 1, -12, -3, -11, 5, 1591, 2, 1, -14
Cc1nc2c(nnn2Cc2ccccc2)c(=O)[nH]1
 : -1, 1, -5, 1, -5, -1, 1377, 4, 1, -3
O=C(Cn1cc(C(F)(F)F)ccc1=O)N1CCN(S(=O)(=O)c2ccc(Cl)cc2)CC1
 : -4, 1, -10, -4, 3, -2, 1614, -1, 1, -7
Cc1cc(/C=C2/NC(=O)NC2=O)c(C)n1-c1ccccn1
 : 1, 1, -9, 1, 5, 48, 1426, 6, 0.5, 0
COc1ccc(NC(=O)Cc2ccccc2)cn1
 : -2, 1.1, -18, -7, -7, 9, 1537, -5, 0.9, -2
CCC(=O)N1CCN(c2ccc(NC(=O)c3ccc4c(c3)OCCO4)cc2)CC1
 : 3, 1, 2, 2, 5, -4, 1473, -1, 1, -4
CN(Cc1nc(Cc2ccccc2F)no1)[C@@H]1CS(=O)(=O)C[C@H]1O
 : -4, 1, -8, -4, 9, -6, 1480, 3, 1.1, -8
COc1ccc(-n2nc([N+](=O)[O-])c(=NCCc3ccc(C)cc3)n2O)cc1
 : -7, 0.9, -8, 5, -2, -7, 1607, 1, 1.1, 2
COc1ccc(CN(Cc2ccc(C(=O)O)cc2)C(=S)Nc2cc(C)cc(C)c2)cc1OC
 : 0, 1.1, -11, -5, -1, -17, 1659, 12, 1.2, 0

# 14 consecutive records out of the list so far:
# Results follow in this order: Efa HMGR inh, TNAP act hi DEA, TNAP inh no acc, TNAP inh hi DEA, PPARg SRC2 recr, bIAP inhibitor, SRC2 TRFRET art, PPARg SRC1 recr, bIAP activator, PPARg SRC3 recr
CC(C)c1cccc(C(C)C)c1NC(=O)COC(=O)c1ccc2c(c1)S(=O)(=O)c1ccccc1C2=O
 : -7, 1, -1, -3, 12, 13, 1776, 4, 0.9, 3
COC(=O)c1cccc(NC(=O)c2cccs2)c1C
 : -1, 1, -4, -2, 0, 12, 1481, 4, 0.9, 1
CCOC(=O)c1cnn(-c2nc(CC)nc3sc4c(c23)CCC4)c1N
 : -7, 1, -11, -4, -16, 40, 1543, 1, 0.6, -11
Cn1nc(-c2ccc(Cl)cc2)c2cc(C(=O)N3CCCC3)sc21
 : 1, 1, -8, -5, 9, 2, 1552, 2, 1, -4
Cc1ccccc1Nc1nnc(SCC2CCCCO2)s1 (centres undefined)
 : 6, 1, -6, -4, -8, 36, 1599, 0, 0.6, 0
Cc1c(C(=O)N2CC(C)OC(C)C2)sc2nc(-c3ccccc3)cn12 (centres undefined)
 : 2, 1, -12, -3, -11, 5, 1591, 2, 1, -14
Cc1nc2c(nnn2Cc2ccccc2)c(=O)[nH]1
 : -1, 1, -5, 1, -5, -1, 1377, 4, 1, -3
O=C(Cn1cc(C(F)(F)F)ccc1=O)N1CCN(S(=O)(=O)c2ccc(Cl)cc2)CC1
 : -4, 1, -10, -4, 3, -2, 1614, -1, 1, -7
Cc1cc(/C=C2/NC(=O)NC2=O)c(C)n1-c1ccccn1
 : 1, 1, -9, 1, 5, 48, 1426, 6, 0.5, 0
COc1ccc(NC(=O)Cc2ccccc2)cn1
 : -2, 1.1, -18, -7, -7, 9, 1537, -5, 0.9, -2
CCC(=O)N1CCN(c2ccc(NC(=O)c3ccc4c(c3)OCCO4)cc2)CC1
 : 3, 1, 2, 2, 5, -4, 1473, -1, 1, -4
CN(Cc1nc(Cc2ccccc2F)no1)[C@@H]1CS(=O)(=O)C[C@H]1O
 : -4, 1, -8, -4, 9, -6, 1480, 3, 1.1, -8
COc1ccc(-n2nc([N+](=O)[O-])c(=NCCc3ccc(C)cc3)n2O)cc1
 : -7, 0.9, -8, 5, -2, -7, 1607, 1, 1.1, 2
COc1ccc(CN(Cc2ccc(C(=O)O)cc2)C(=S)Nc2cc(C)cc(C)c2)cc1OC
 : 0, 1.1, -11, -5, -1, -17, 1659, 12, 1.2, 0
